HGIII-sPLA2 inh: Inhibits HGIII-sPLA2 liposome hydrolysis, primary screen; Q9NZ20; QFRET BODIPY PC-A2 liposome hydrolysis, fluorescence; inhibition, % at 12.2 µM; 370,000 tested, 0.56% active;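 active = inhibition above mean plus 3 SD of compounds lying within the high and low control bounds, cut at about 19% in these data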;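 also: 0% = median of test compound wells and 100% = no enzyme DMSO wells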
GC-A act: GC-A (human) enzyme activation. P16066. HEK293 GC-A cells, cGMP TR-FRET, EC30 ANP; 0% at EC30 ANP, 100% saturating ANP. activation, % at 10 µM. 370,000 tested, 0.14% active; in the data active = activation above about 40%
ADAM10 inh: ADAM10 inhibition, QFRET primary screen. recombinant ADAM10, EDANS/DABCYL FRET peptide cleavage, 3 h. AID 720582. inhibition, % at 7 µM. 370,000 tested, 0.62% active;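 active = inhibition above a per-campaign cutoff equal to the mean of compounds falling between control-based bounds plus 3 SD, cut at about 20% in these data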;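 also: 0% = DMSO wells while the 100% control is not disclosed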
GC-B act: GC-B (human) receptor activation; HEK293-GC-B cells, CNP EC30, cGMP TR-FRET; 0% at EC30 CNP, 100% saturating CNP; activation, % at 10 µM; 370,000 tested, 0.11% active; AID 1920062;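 active = activation at 10 µM reaching about 35% in either raw or pattern-adjusted values, limit read from the data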
Target sequence (P20594 whole entry, looked up): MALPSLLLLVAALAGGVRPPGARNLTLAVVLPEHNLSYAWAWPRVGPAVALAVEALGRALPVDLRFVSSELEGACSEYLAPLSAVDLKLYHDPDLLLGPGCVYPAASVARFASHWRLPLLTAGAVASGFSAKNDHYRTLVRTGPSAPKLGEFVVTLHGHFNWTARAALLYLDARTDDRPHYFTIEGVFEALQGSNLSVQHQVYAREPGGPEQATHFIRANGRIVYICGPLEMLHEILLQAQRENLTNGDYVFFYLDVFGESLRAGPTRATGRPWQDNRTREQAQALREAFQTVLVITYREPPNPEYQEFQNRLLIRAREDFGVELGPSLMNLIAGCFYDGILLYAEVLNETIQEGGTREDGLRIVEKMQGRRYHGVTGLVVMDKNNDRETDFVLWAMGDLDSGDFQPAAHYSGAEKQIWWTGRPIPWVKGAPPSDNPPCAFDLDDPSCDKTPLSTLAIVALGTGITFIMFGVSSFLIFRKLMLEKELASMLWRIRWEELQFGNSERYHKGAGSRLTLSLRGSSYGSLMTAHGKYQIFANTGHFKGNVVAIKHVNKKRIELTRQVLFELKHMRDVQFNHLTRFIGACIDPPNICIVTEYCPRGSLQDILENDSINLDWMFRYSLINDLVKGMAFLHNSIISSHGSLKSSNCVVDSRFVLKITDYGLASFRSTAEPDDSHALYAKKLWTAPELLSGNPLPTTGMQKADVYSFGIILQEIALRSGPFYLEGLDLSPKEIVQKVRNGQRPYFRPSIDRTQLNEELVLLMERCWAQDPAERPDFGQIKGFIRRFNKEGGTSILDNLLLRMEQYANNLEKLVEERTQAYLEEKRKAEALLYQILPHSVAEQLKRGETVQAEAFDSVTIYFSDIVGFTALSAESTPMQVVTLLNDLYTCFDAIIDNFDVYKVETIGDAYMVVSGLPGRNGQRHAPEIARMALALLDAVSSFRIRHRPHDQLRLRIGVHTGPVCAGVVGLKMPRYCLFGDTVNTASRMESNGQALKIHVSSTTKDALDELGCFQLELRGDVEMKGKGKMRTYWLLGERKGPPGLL
ASAP1 GAP inh: blocks human ASAP1-stimulated Arf1 GTP hydrolysis. inhibition, % at 16.5 µM. 360,000 tested, 0.19% active. GDP FP detection. Q9ULH1; in the data active = inhibition above about 25%;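 also: 0% = vehicle with enzyme and substrate and 100% = no enzyme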
FXN GAA850 act: activators of GAA850 frataxin (FXN) promoter; AID 540364; HEK293 lucGAA850 FXN promoter luciferase reporter, 24 h; percent of 10 µM SAHA response; 360,000 tested, 0.56% active; activation, % at 6 µM;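 active = activation above the average of all compounds screened plus 3 SD, cutoff fixed separately per campaign, cut at about 7.5% in these data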;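 also: 0% = DMSO wells and 100% = 10 µM SAHA wells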
rCAG RNA binder: molecules binding r(CAG) RNA repeats. r(CAG) RNA repeat, TO-PRO-1 dye displacement fluorescence. inhibition, % at 3 µM. 370,000 tested, 1.3% active. AID 651821;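 active = inhibition above the plate cutoff, the mean of all test compounds on that plate plus 3 SD, cut at about 35% in these data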;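 also: 0% = DMSO alone and 100% = 100 µM mitoxantrone as full dye displacement; higher means more dye released from RNA so lower well fluorescence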
ARFGAP1 inh: inhibitors of rat ARFGAP1; Q62848; Arfgap1-stimulated ARF1 GTP hydrolysis, GDP FP detection; inhibition, % at 16.5 µM; 360,000 tested, 0.26% active;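 active = inhibition above a per-plate limit, mean inhibition of low control wells plus 3 SD, cut at about 25% in these data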;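 also: 0% = DMSO wells with enzyme and 100% = wells lacking Arfgap1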
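Material: rat Arfgap1 catalytic domain, aa 1-136; also added: human ARF1(Δ1-17)-GTP substrate; compound dosing: one concentration, 16.5 µM, DMSO 1.26%; incubation: GTP hydrolysis reaction 2 h at 25 °C; measured by: Tracer-displacement fluorescence polarization with EDTA stop, 620/688 nm; evaluation: % inhibition from polarization; repeats: one replicate per compound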
Tn6 DDE FP: inhibitors of Tn6 peptide binding to human fibrin DD(E); P02675; Fibrin DD(E) TRITC-Tn6 fluorescence polarization displacement; inhibition, % at 8.3 µM; 370,000 tested, 0.21% active;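 active = inhibition above a per-campaign cutoff: mean of compounds within control limits plus 3 SD, cut at about 15% in these data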;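 also: 0% = median of all compound wells on the plate and 100% = blocking peptide control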
KLK7 zymogen act: proKLK7 (human) activation, primary screen; purified proKLK7, EDANS-DABCYL substrate fluorescence; 100% is mature enzyme control, 0% vehicle; 370,000 tested, 0.9% active; P49862; AID 652039; activation, % at 7 µM;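 active = activation above the mean of all tested compounds plus 3 SD, computed per campaign excluding outliers beyond control limits, cut at about 13% in these data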
* marks the source's active call; other numbers are inactive results.

SMILES	HGIII-sPLA2 inh	GC-A act	ADAM10 inh	GC-B act	ASAP1 GAP inh	FXN GAA850 act	rCAG RNA binder	ARFGAP1 inh	Tn6 DDE FP	KLK7 zymogen act
CSCCC(N=C1NS(=O)(=O)c2ccccc21)C(=O)N1CCCC(C(N)=O)C1 (configuration not stated)	7.7	3.9	-0.6	0.0	2.9	0.6	1.1	-16.9	7.1	-0.2
Cc1cccc(N2CCN(Cc3nc(CC4CC4)no3)CC2)n1	-2.4	-1.2	0.1	7.4	1.6	-0.3	-5.3	-13.7	-12.4	-0.3
O=C(O)/C=C/C(=O)N1CCN(S(=O)(=O)c2cccc(C(F)(F)F)c2)CC1	2.7	5.2	-9.6	3.7	-7.3	0.2	-3.4	5.5	7.5	-0.5
COc1ccc(Cc2nnc(SCC(=O)N3CCCCC3)o2)cc1	2.7	-0.3	-5.4	0.0	1.3	-2.4	-6.0	1.0	-1.1	-0.6
O=c1[nH]c(=O)n(C2CC(O)C(CO)O2)cc1Br (configuration not stated)	7.7	3.0	-24.2	-0.5	-11.4	3.6	1.6	7.6	1.3	-0.5
O=C(NNc1ccccc1[N+](=O)[O-])Nc1ccc(Cl)c(Cl)c1	27.1*	-1.1	8.3	5.3	0.4	-2.8	9.6	5.4	-9.9	0.2
CC1=NN(C(=O)CCc2ccccc2)C(O)(c2ccncc2)C1 (configuration not stated)	1.5	2.1	-2.1	-1.0	10.2	3.4	-0.4	3.5	-1.1	0.1
CCOc1ccc(NC(=O)c2cc3ccccc3cc2OC)cc1	-29.8	-3.9	5.2	-8.1	-1.7	0.3	6.0	-2.5	-4.3	-4.0
O=C(CCCCCN1C(=O)c2ccccc2C1=O)Nc1ccc(F)cc1	-0.2	-2.6	-2.1	-0.6	-12.9	-0.6	-4.7	6.7	6.8	-0.3
CC(C)(C)c1ccc(/C=N/N2C(=O)CSC2=S)cc1	2.5	-5.8	17.6	-5.0	-6.1	-4.3	9.3	-6.9	-3.4	0.0
N#Cc1ccccc1NC(=O)Nc1ccccc1	-0.8	6.0	-208.9	-0.4	6.0	0.1	-1.1	9.5	5.1	4.1
COc1ccc(N2C(=O)C3CCCN3C2=O)cc1 (configuration not stated)	10.7	-2.7	-3.2	3.9	-12.9	3.3	-1.9	1.2	-1.2	0.4
O=C(NNC(=O)c1ccccc1Cl)c1csc(N2CCOCC2)n1	-2.7	2.8	1.7	1.0	-0.7	-0.4	2.2	1.7	0.0	0.2
Nc1nc(Nc2cccc(F)c2)nc2ccccc12	-12.7	1.2	-13.3	-6.4	2.0	2.2	4.4	8.5	-8.3	-0.3
CC(C)Cc1nnc(NC(=O)c2cc3c(s2)CCC3)s1	3.8	-1.7	4.8	4.9	-3.3	8.2*	12.9	-3.2	-5.4	-3.9
Cc1ccc(N2CC(NS(=O)(=O)c3cccnc3)CC2=O)cc1 (configuration not stated)	-1.3	1.9	-3.2	8.1	16.2	2.7	-1.4	-15.7	-4.4	0.1
Cc1cc(C(=O)NC2CCCc3ccccc32)no1 (configuration not stated)	-2.0	3.2	3.6	-4.4	-10.3	2.6	-0.9	1.8	-3.3	0.9
CSCC[C@H](NC(=O)[C@H](Cc1ccccc1)n1c(=O)[nH]c2ccccc2c1=O)C(=O)N1CCC[C@H]1C(=O)O	-0.4	5.8	-18.4	83.3*	1.3	-2.4	6.3	-17.7	2.3	0.1
CCCCOC(=O)Nc1sc2nc(C)cc(C)c2c1-n1cccc1	3.3	-5.7	5.0	-2.8	-6.5	-0.6	2.1	1.8	-3.2	0.2
CCOC(=O)C[C@H]1c2cc(F)ccc2S(=O)(=O)N1c1cccc(OC)c1	-18.1	0.1	5.2	6.3	11.8	0.5	1.6	-1.6	-0.7	0.0
Cc1ccccc1N(CC(=O)NCc1ccc2c(c1)OCO2)C(=O)CCC(=O)Nc1ccccn1	4.5	1.9	4.0	-6.0	-7.8	-3.2	-8.8	1.6	8.3	-0.1
Cc1cccc(-c2nc(CSCC(=O)NCCCN3CCOCC3)c(C)o2)c1	2.1	1.7	0.8	-2.3	-6.3	-3.1	-5.4	21.1	-0.6	-0.1
COC(=O)Oc1ccc(/C=N/NC(=O)CN(c2ccccc2Br)S(C)(=O)=O)cc1OC	-16.2	4.3	3.6	-3.8	0.6	1.6	-4.8	-2.7	-5.8	1.5
O=C(O)/C=C/C(=O)Nc1ccc(C2(c3ccc(NC(=O)/C=C/C(=O)O)cc3)c3ccccc3-c3ccccc32)cc1	22.3*	2.2	6.2	2.6	3.2	0.5	18.6	12.2	7.5	-1.9
CCn1c(SCC(=O)Nc2ccc(OC)cc2OC)nc2nc3c(cc2c1=O)COC(C)(C)C3	9.7	3.4	0.5	3.5	9.5	0.0	-7.5	12.5	1.6	-0.1
Next part
SMILES	HGIII-sPLA2 inh	GC-A act	ADAM10 inh	GC-B act	ASAP1 GAP inh	FXN GAA850 act	rCAG RNA binder	ARFGAP1 inh	Tn6 DDE FP	KLK7 zymogen act
Cc1cc(F)ccc1NC(=O)C1CCN(S(=O)(=O)c2ccc3c(c2)CCCC(=O)N3)CC1	1.1	1.7	1.7	0.3	-21.4	-0.6	2.9	4.0	13.7	-0.2
Cc1ccc(NC2=CC(=O)CC(C)(C)C2)cc1Cl	-3.9	2.1	-18.8	1.6	1.0	-0.5	-4.2	0.5	-0.6	-1.1
COC(=O)c1c(NC(=O)C2CCC2)sc(C(=O)N(C)C)c1C	5.1	-0.1	-8.7	4.0	12.3	-1.3	-8.2	-2.5	6.2	-0.1
Cc1cc([N+](=O)[O-])ccc1NC(=O)CN1C2CCC1CC(NC(=O)NC13CC4CC(CC(C4)C1)C3)C2 (configuration not stated)	4.4	1.6	-6.5	-5.5	-1.1	0.5	6.3	5.3	-4.0	0.3
CCCS(=O)(=O)N1CCC(C(=O)NCCN(C)Cc2ccccc2)CC1	4.4	0.1	0.0	4.5	0.3	-0.6	-2.8	-1.8	-0.7	0.0
NC(c1ccccc1)c1cccnc1 (configuration not stated)	15.4	3.7	-14.2	5.6	3.5	1.0	-0.5	-2.7	-3.7	-0.3
CCOC(=O)c1c(-c2cccc([N+](=O)[O-])c2)csc1N	8.1	1.3	4.7	5.2	5.6	1.5	-0.4	3.1	-1.2	0.4
Cc1ccc(CN2CCNC2=O)cc1	5.4	1.3	3.0	5.1	14.3	-4.3	1.4	4.0	-10.6	-0.4
c1ccc(-c2ncc3ccccn23)cc1	-5.7	-3.0	-120.3	1.6	-8.0	3.2	0.6	3.4	-1.8	0.2
CCn1nnnc1SCC(=O)Nc1cc(OC)cc(OC)c1	2.7	0.5	7.5	-6.9	10.1	0.9	0.9	9.4	-0.1	-0.2
COc1ccc(NC(=O)CSc2nc(N)c(NC(=O)c3cccs3)c(=O)[nH]2)cc1	1.7	5.1	-4.8	2.2	-4.7	1.6	0.3	-0.1	2.5	-0.1
O=S(=O)(NC1CCCCC1)c1ccc(S(=O)(=O)N2CCN3CCCC3C2)cc1 (configuration not stated)	-2.9	-1.8	-2.6	2.5	-9.3	0.0	-5.3	12.7	1.6	0.0
Clc1cccc(Cl)c1/C=N\Nc1nccs1	5.5	-1.0	0.3	-1.8	-2.2	0.9	2.9	-0.4	-3.3	-1.0
CCn1c(/C=C/Nc2ccccc2)[n+](CC)c2cc(Cl)c(Cl)cc21	11.8	-4.2	-4.8	1.7	3.8	-4.4	9.6	-2.4	8.9	0.5
CC(OC(=O)Cc1n[nH]c(=O)c2ccccc12)C(=O)Nc1cccc([N+](=O)[O-])c1 (configuration not stated)	-8.3	-2.7	2.1	-1.8	-6.9	2.1	1.3	6.3	-0.7	1.2
S=C(NC1CCCCC1)NN1CCOCC1	7.2	6.7	-5.6	0.3	6.4	0.9	-2.4	-4.3	-3.4	-0.1
O=C(CN1CCOCC1)Nc1ccc(S(=O)(=O)N2CCCCCC2)cc1	0.6	0.2	-0.6	-0.3	3.5	1.3	-0.3	0.1	-1.0	-0.1
CC1=NOC(=O)/C1=C/c1ccc(O)c(Cl)c1	3.5	12.1	-0.9	4.5	4.0	3.3	-1.1	8.7	-2.6	-0.7
COc1ccc(C(=O)NCC(=O)OCC(=O)N2N=C(c3ccc(Cl)cc3)CC2c2ccco2)cc1OC (configuration not stated)	-27.5	14.8	13.1	-0.7	-3.5	-0.7	-1.1	3.4	-2.8	-0.1
Cc1cc2c(cc1S(N)(=O)=O)S(=O)(=O)CCC2	-1.9	1.2	8.0	3.1	7.6	-1.0	3.0	4.4	4.3	-0.1
CC(C(O)C12CC3CC(CC(C3)C1)C2)N1CCCCC1 (configuration not stated)	8.2	0.8	-0.2	-0.7	-7.1	4.8	1.3	16.4	4.8	-0.2
Cc1cccc(NC(=O)COC(=O)CN2C(=O)c3ccccc3C2=O)c1C	2.0	0.1	1.0	3.3	-1.9	-1.2	1.2	-4.3	5.7	0.2
CCn1c(CSc2nc3ccccc3s2)nnc1SCC(=O)c1ccc(O)cc1O	-6.7	-1.7	-3.6	-1.1	6.7	-1.9	4.8	0.2	-0.5	-1.1
CN(CCOc1ccccc1)CC(O)COCc1ccccc1F (configuration not stated)	-4.2	-2.2	3.1	2.2	19.8	1.4	-11.0	-8.7	-3.9	0.1
COc1cccc(CC(=O)OCC(=O)NCc2ccc3c(c2)OCO3)c1	7.4	0.4	-12.2	9.4	-6.0	-2.2	2.0	2.4	3.3	0.3
CCOC(=O)N1CCN(C(=O)c2ccc(CS(=O)(=O)c3ccccc3OC)o2)CC1	4.9	6.2	1.2	3.9	3.3	-2.6	-4.0	3.1	3.8	0.6
CC1(C(=O)NS(=O)(=O)c2ccccc2Cl)CCN1C(=O)Cc1ccccc1 (configuration not stated)	2.4	1.8	0.4	7.2	6.2	-1.6	5.4	-16.5	-1.9	0.7
CCSc1nnc(CSc2ncccn2)n1C	6.0	3.4	2.5	-3.3	3.7	-2.1	-1.8	7.6	-0.4	-0.2
CCOCC(=O)Nc1ccc([N+](=O)[O-])cc1Cl	3.9	4.7	-2.4	3.0	-0.8	4.5	1.8	4.4	-6.5	-0.6

Quoted at random: five records from the list
SMILES	HGIII-sPLA2 inh	GC-A act	ADAM10 inh	GC-B act	ASAP1 GAP inh	FXN GAA850 act	rCAG RNA binder	ARFGAP1 inh	Tn6 DDE FP	KLK7 zymogen act
CC(C(O)C12CC3CC(CC(C3)C1)C2)N1CCCCC1 (configuration not stated)	8.2	0.8	-0.2	-0.7	-7.1	4.8	1.3	16.4	4.8	-0.2
Cc1ccc(CN2CCNC2=O)cc1	5.4	1.3	3.0	5.1	14.3	-4.3	1.4	4.0	-10.6	-0.4
CC(OC(=O)Cc1n[nH]c(=O)c2ccccc12)C(=O)Nc1cccc([N+](=O)[O-])c1 (configuration not stated)	-8.3	-2.7	2.1	-1.8	-6.9	2.1	1.3	6.3	-0.7	1.2
CCOCC(=O)Nc1ccc([N+](=O)[O-])cc1Cl	3.9	4.7	-2.4	3.0	-0.8	4.5	1.8	4.4	-6.5	-0.6
Cc1cc([N+](=O)[O-])ccc1NC(=O)CN1C2CCC1CC(NC(=O)NC13CC4CC(CC(C4)C1)C3)C2 (configuration not stated)	4.4	1.6	-6.5	-5.5	-1.1	0.5	6.3	5.3	-4.0	0.3

High-throughput results (PubChem BioAssay)
